SKBR3 24h inh: SK-BR-3 proliferation inhibitors; SK-BR-3 viability, CellTiter-Glo ATP luminescence, 24 h; active compounds read low; viability, % at 10 µM; hit rate 0.47% among 41,000;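 active means viability at or below the median of all test compounds minus 3 SD, in both replicates if run twice, cut at about 45% in these data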;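 further: 100% = median untreated cell wells and 0% = median positive control drug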
Numbers without * were called inactive. These rows are one share of the data; rates above refer to the full screens.

SMILES	SKBR3 24h inh
CCN(CC)CCCNC(=O)C1CCC(=O)N(c2ccc(OC)cc2)C1c1ccc(F)cc1 (stereo not given)	96
COc1cc(S(=O)(=O)N2CCN(c3ccccc3F)CC2)c(OC)cc1Cl	104
C=CCn1c(SCc2nc(N)nc(N3CCCCC3)n2)nnc1-c1ccco1	113
COCCn1c(-c2ccc(Cl)cc2)cnc1SCC(=O)NCc1cccs1	76
c1ccc(-c2nc(-n3ccnc3)nc(-n3ccnc3)n2)cc1	89
CCCC(=O)Nc1nc2ccc3nc(C)sc3c2s1	61
C=CCNC(=O)CCCC(=O)NCC=C	109
C1=CC2c3ccccc3NC(c3ccncc3)C2C1 (stereo not given)	94
CCOc1ccc(NC(=O)CN2CCC(NC(=O)C3CCCCC3)CC2)cc1	74
Cc1ccc(OC(=O)CCC(=O)Nc2ccc(S(=O)(=O)Nc3cc(C)on3)cc2)cc1	99
CCCCn1c(NC(=O)c2ccccc2)nc2ccccc21	83
O=C1CSC(=S)N1Cc1cccnc1	123
COc1cccc2sc(Nc3nc(C)c(C(C)=O)s3)nc12	84
CC(=O)C1=C(O)C(=O)N(CCN(C)C)C1c1ccc(Cl)cc1 (stereo not given)	78
Cc1ccc(NS(=O)(=O)c2cc(C(=O)N3CCOCC3)ccc2C)cc1	86
CCOc1ccccc1NC(=O)N1CCCC1C(=O)Nc1ccc(-n2cnnn2)c(C)c1 (stereo not given)	107
Cc1cc(C)n(S(=O)(=O)c2ccc(C)c(C)c2C)n1	117
CCOC(=O)N1CCC(NC(=O)C(NC(=O)C2CCCCC2)C(C)C)CC1 (stereo not given)	79
CCCCc1nc2ccccc2c(NC(=O)CN2CCN(C)CC2)c1CCC	95
CC(C)NC(=O)c1ccccc1-c1nc(-c2ccccc2Cl)no1	99
CCC(=O)Nc1nc2ccccc2n1CCN(C)C	84
COc1ccc(OC)c2sc(N3CCCCC3)nc12	86
CC(=O)N(CN1C(=O)c2ccccc2C1=O)c1ccccc1	93
O=C(O)c1cscn1	102
O=C(CNS(=O)(=O)c1ccc(Br)s1)NCC1COc2ccccc2O1 (stereo not given)	79
FC(F)(F)c1nc2nncn2c2c1CCCCC2	84
Cc1[nH]c(=O)[nH]c(=O)c1S(=O)(=O)N1CCN(c2cccc(Cl)c2)CC1	85
CCN(CC)C(=O)C(C)OC(=O)COc1ccc(Cl)cc1C (stereo not given)	99
CCOC(=O)c1ccc(N2C(=O)C3C(C2=O)C(C(=O)c2ccc(Cl)cc2)N2CCCC32)cc1 (stereo not given)	82
CCOc1ccc(C(=O)Nc2ccc(S(=O)(=O)N3CCOCC3)cc2)cc1OCC	79
O=c1c2c(n3nnnc3n1Cc1ccccc1)-c1ccccc1CC21CCCC1	95
CN(C)Cc1c(O)ccc2occ(C(=O)c3ccccc3)c12	80
COc1cc([C@H]2[C@@H]3CCCC[C@]3(O)CCN2Cc2ccccc2F)ccc1O	106
CS(=O)(=O)N1Cc2ccccc2CC1C(=O)Nc1ccccc1C(N)=O (stereo not given)	105
COc1ccc(C(=O)NC2=C(C#N)CCC2)cc1OC	103
O=C(c1ccco1)N(CC1CCCO1)c1nc(-c2ccccc2)cs1 (stereo not given)	92
Cn1cnc(S(=O)(=O)N2CCc3ccccc32)c1	89
Cc1cc(C)cc(Nc2ncc3c(n2)CCCC3=O)c1	119
CC(=Nc1cccc(O)c1)c1sc2ccccc2c1O	82
COc1cc(NS(=O)(=O)c2ccc(N)cc2)nc(OC)n1	82
Cc1ccc(SCCNS(C)(=O)=O)cc1	86
CC(CN1CCN(C)CC1)OC(=O)c1ccc(Cl)cc1Cl (stereo not given)	91
CCn1cc(C(=O)NCc2ccccn2)c(=O)c2cc(F)c(N3CCN(C)CC3)cc21	85
CCOC(=O)CSC1=C(C#N)C(c2ccc(Cl)cc2)C(C(=O)OC)C(=O)N1 (stereo not given)	96
COc1ccccc1NC(=O)COc1ccc(CO)cc1Cl	84
CN(C(=O)NC(=O)C1=C(N2CCOCC2)/C(=C/c2ccccc2)CC1)S(C)(=O)=O	97
O=C(C1CCCCC1)N1CCC(c2nc3ccccc3[nH]2)CC1	53
CCOC(=O)N1CCN(C(=O)c2ccc3nc(C)sc3c2)CC1	95
COc1ccc(C2C(C(=O)N3CCOCC3)CCC(=O)N2c2ccc(OC)cc2)cc1 (stereo not given)	105
O=C(CN1c2cccc3cccc(c23)S1(=O)=O)N1CCOCC1	96

The list goes on.
SMILES	SKBR3 24h inh
O=C(c1cccs1)N1CCn2c1nc1ccccc12	83
Cc1ccc(-n2c(C)nc3oc4ccccc4c(=O)c3c2=O)cc1	84
COc1ccc(CN2C(=O)[C@@H]3C(c4ccc(F)cc4)=NO[C@@H]3C2=O)cc1	101
Cc1cc(-c2nn3c(-c4ccccc4)nnc3s2)c2ccccc2n1	80
CCN(CCO)Cc1cc(=O)oc2c(C)c(C)ccc12	102
COc1ccc(OCc2nn3c(-c4cccc(OC)c4)nnc3s2)cc1	84
Cc1cc(=O)[nH]c2c(C)c(Cl)ccc12	94
COc1cc(CN2CCN(CCOCCO)CC2)cc(OC)c1OC	101
Cc1c(C(=O)NC(C)c2ccncc2)oc2ccccc12 (stereo not given)	77
CCn1nnnc1-c1ccc(OC)c(S(=O)(=O)Nc2ccc(OC)cc2)c1	96
Cc1c(NC(=O)c2ccc(N3C(=O)C4C5C=CC(C5)C4C3=O)cc2)c(=O)n(-c2ccccc2)n1C (stereo not given)	57
O=c1[nH]c(NCc2ccco2)nnc1Cc1ccccc1Cl	115
COc1ccc(-n2c(SCC(=O)N3CCCC(C)C3)nnc2-c2cccnc2)cc1 (stereo not given)	104
Cn1c(=O)c2c(nc(CN3CCN(C(=O)c4ccco4)CC3)n2CCc2ccccc2)n(C)c1=O	84
COC(=O)c1ccccc1NC(=O)c1sc(=S)n(C)c1N	99
COC(=O)CN(c1nc(C)c(Br)c(OC)n1)S(=O)(=O)c1ccc(C)cc1	71
COc1ccc(CNS(=O)(=O)c2ccc(S(=O)(=O)N3CCCCC3)cc2)cc1	74
Cc1cc2ccccn2c1C(=O)c1ccncc1	79
O=C(NCc1ccccn1)Nc1ccc2c(c1)OCO2	99
Cc1ccc(C(c2sc3nc(C)nn3c2O)N2CCN(c3ccccc3)CC2)cc1 (stereo not given)	80
Cc1ccccc1N1OC2C(=O)N(c3ccc(F)cc3)C(=O)C2C1c1ccccn1 (stereo not given)	88
CCOc1cc(C2C(C(=O)OCC(C)C)=C(C)N=C3SCCC(=O)N32)ccc1OC(C)=O (stereo not given)	116
Cc1ccc(N(CC(=O)NC2CCCC2)C(=O)CCCC(=O)Nc2ccccn2)cc1C	85
CCOC(=O)c1[nH]c2ccccc2c1NC(=O)CCN1CCN(C(=O)OCC)CC1	93
CCCCCCn1c(N2CCC(C(N)=O)CC2)nc2c1c(=O)n(C)c(=O)n2C	73
Cc1cc(C)c(C(N)=O)c(NCCc2ccccc2)n1	98
COC(=O)Nc1nnc(CCc2ccccc2)s1	93
O=C(NCc1ccco1)c1cccs1	92
Cc1nn(CC(=O)Nc2ccc3c(c2)nc(CN2CCCC2)n3C)c(=O)c2ccccc12	100
O=C1C2C3C=CC(C3)C2C(=O)N1Cc1ccccc1 (stereo not given)	93

4 neighbouring records already listed:
SMILES	SKBR3 24h inh
COC(=O)Nc1nnc(CCc2ccccc2)s1	93
O=C(NCc1ccco1)c1cccs1	92
Cc1nn(CC(=O)Nc2ccc3c(c2)nc(CN2CCCC2)n3C)c(=O)c2ccccc12	100
O=C1C2C3C=CC(C3)C2C(=O)N1Cc1ccccc1 (stereo not given)	93

Molecules from the list above with fluorine:
SMILES	SKBR3 24h inh
CCN(CC)CCCNC(=O)C1CCC(=O)N(c2ccc(OC)cc2)C1c1ccc(F)cc1 (stereo not given)	96
COc1cc(S(=O)(=O)N2CCN(c3ccccc3F)CC2)c(OC)cc1Cl	104
FC(F)(F)c1nc2nncn2c2c1CCCCC2	84
COc1cc([C@H]2[C@@H]3CCCC[C@]3(O)CCN2Cc2ccccc2F)ccc1O	106
CCn1cc(C(=O)NCc2ccccn2)c(=O)c2cc(F)c(N3CCN(C)CC3)cc21	85
COc1ccc(CN2C(=O)[C@@H]3C(c4ccc(F)cc4)=NO[C@@H]3C2=O)cc1	101
Cc1ccccc1N1OC2C(=O)N(c3ccc(F)cc3)C(=O)C2C1c1ccccn1 (stereo not given)	88

Additional compounds
SMILES	SKBR3 24h inh
FC(F)(F)C(Oc1nc(NC2CCCCC2)nc(N2CCOCC2)n1)C(F)(F)F	103
CCOC(=O)c1[nH]c2ccc(C)cc2c1N=C(C)N(C)C	73
CCOC(=O)c1c(C)[nH]c(C(=O)CN2CCOCC2)c1C	90
O=C(CN(c1ccccc1)S(=O)(=O)c1ccc(F)cc1)N1CCCCCC1	117
C=CCSc1nc(N)c(C#N)c(-c2ccc(C)cc2)c1C#N	90
COc1ccc(S(=O)(=O)N2CCOCC2)cc1C(=O)Nc1nc2ccccc2s1	88
Cn1c(Oc2ccccc2NCc2cc(Br)ccc2O)cc(=O)n(C)c1=O	101
COc1ccc(CC(C(=O)Nc2cc(C)ccc2C)/C(N)=N/O)cc1 (stereo not given)	87
CCc1nc2sc(C)c(C)c2c(=O)n1CCO	100
C=CCNc1nc(-c2ccc(OC)cc2OC)cs1	106
Cc1ccc(S(=O)(=O)Nc2ccc3nc(-c4cccn4C)[nH]c3c2)cc1	94
C=CCN1C(=O)N(/C=C/C)c2cccc3cccc1c23	99
O=C(O)c1ccc(OCCn2ccnc2)cc1	91
CCCn1c(SCC(=O)Nc2ccccc2N2CCCCC2)nc2c1c(=O)n(C)c(=O)n2C	99
O=C(O)CNC(=O)c1ccc(OC(F)F)cc1	102
c1ccc(-c2csc(N3CCCCCC3)n2)cc1	93
Cn1c(-c2ccccc2)cnc1SCC(=O)NCc1ccco1	92
COc1cccc(-c2nnc(SCC(=O)N3CCCc4ccccc43)o2)c1	77
O=C(NCCC1=CCCCC1)C1CCN(Cc2cnn(-c3ccccc3)c2-n2cccc2)CC1	94
CS(=O)(=O)N(CCc1ccccc1)CC(=O)N1CCN(c2ccccc2F)CC1	90
COc1cc2c(cc1NC(=O)c1cncc(Br)c1)oc1ccccc12	70
Cn1c(C(F)(F)F)nc2c(=O)oc3ccccc3c21	80
Cc1nc2sc(C(c3ccco3)N3CCN(c4ccccc4F)CC3)c(O)n2n1 (stereo not given)	90
CC(C)(C)C1CCC2(CC1)NC(CO)(CO)CO2 (stereo not given)	80
CCc1ccccc1N(CC)C(=O)CCc1nc(-c2ccc(C)cc2)no1	100
COc1ccc2c(c1)c(C(O)CN1CCN(Cc3ccc4c(c3)OCO4)CC1)c(C)n2C (stereo not given)	100
c1cnc(NCCNc2ncccn2)nc1	110
COC(=O)c1cccc(NC(=O)c2cc3sccc3n2C)c1	74
CCc1ccccc1Nc1nc(N)nc(CSCC(=O)c2cc(C)n(C)c2C)n1	82
CCOC(=O)c1c(NC(N)=O)sc(C)c1C	118
O=C(NC1CCCCC1)Nn1c(-c2ccccc2)nc2ccccc2c1=O	108
CCn1c(SCC(=O)NCCc2ccccc2)nnc1-c1ccco1	98
Cc1nnc2sc(-c3ccc(NC(=O)c4ccc(-c5ccc(Br)cc5)o4)cc3)nn12	94
CCOc1ccc(NC(=O)C2CCN(C(=O)NCc3ccccc3)CC2)cc1	90
CCN(CC)S(=O)(=O)c1cccc(C(=O)Nc2ccccc2C(=O)N2CCOCC2)c1	104
Cc1ccc2cc(CN(Cc3nnnn3Cc3ccco3)CC3CCCO3)c(=O)[nH]c2c1C (stereo not given)	98
OCCNCC1(O)C2CC3CC(C2)CC1C3 (stereo not given)	97
COC(=O)c1ccc(C2CC(=O)NC3=C2C(=O)CCC3)cc1 (stereo not given)	97
CN1CCN(S(=O)(=O)c2ccc(NC(=O)c3ccc(F)cc3)cc2)CC1	88
CCSc1nc(C)nc2c1oc1ccccc12	119
NC1=NCc2ccccc21	87
CCOc1cc2c(C)cc(=O)oc2cc1Cl	99
Nc1ncnc2nc(SCc3ccccc3)[nH]c12	141
Cn1c(=O)[nH]c(=O)c2[nH]c(CN3CCN(C(=O)c4ccco4)CC3)nc21	98
O=C(NCCN1CCCCC1)Nc1ccc(F)c(Cl)c1	98
COC(=O)CNC(=O)Cn1ccc2ccccc2c1=O	104
COc1cccc(NC(=O)CN2CCN(c3ccc(F)cc3)CC2)c1	93
Cc1ccc(C(C)C)c(OCC(=O)Nc2ccccc2N2CCN(C)CC2)c1	80
Cc1occc1C(=O)Nc1ccc2c(c1)OCCO2	90
O=C(NCCCNCc1ccccc1)c1ccc(/C=N/O)nc1	117

Continuation:
SMILES	SKBR3 24h inh
CC(C)COC(=O)C1C(=O)CC(C)(O)C(C(=O)OCC(C)C)C1c1cccnc1 (stereo not given)	126
CC(C)N1CC(O)=C(c2ccccc2)C1=N	83
CCOC(=O)C1=C(c2ccccc2)NC(SC)=C(C#N)C1c1ccco1 (stereo not given)	78
O=C(Cn1nc(-c2ccc(Cl)cc2)ccc1=O)NCCCN1CCN(Cc2ccccc2)CC1	83
COc1cc(OC)c(NC(=O)CCNS(=O)(=O)c2cc(Br)cnc2N)cc1Cl	88
Cc1ccc(C)c(NC(=O)CNS(=O)(=O)c2ccccc2)c1	95
Cc1ccccc1-c1c(C)oc2cc(O)ccc2c1=O	107
O=C1CCC(=O)N1CNc1ccccn1	102
COc1ccc(-c2cc(C(=O)N3CCN(Cc4ccccc4)CC3)no2)cc1OC	97
O=C(Nc1nncs1)c1ccccc1NS(=O)(=O)c1cccs1	80
CC(=O)OCCn1c(=O)c2cc3c(=O)n(CCOC(C)=O)c(=O)c3cc2c1=O	93
O=C1c2ccccc2C(=O)N1CC(O)COCc1ccccc1 (stereo not given)	103
O=C(c1cccs1)N1CCN(Cc2nc3ccccc3c(=O)[nH]2)CC1	91
CCN(CC)CCN1C(=O)c2oc3ccccc3c(=O)c2C1c1ccc(F)cc1 (stereo not given)	79

Four entries from above, with bars between the fields.
Structure | SKBR3 24h inh
CC(=O)OCCn1c(=O)c2cc3c(=O)n(CCOC(C)=O)c(=O)c3cc2c1=O | 93
O=C1c2ccccc2C(=O)N1CC(O)COCc1ccccc1 (stereo not given) | 103
O=C(c1cccs1)N1CCN(Cc2nc3ccccc3c(=O)[nH]2)CC1 | 91
CCN(CC)CCN1C(=O)c2oc3ccccc3c(=O)c2C1c1ccc(F)cc1 (stereo not given) | 79
